High-throughput results as filed in PubChem.
TNAP activators: stimulation of alkaline phosphatase TNAP activity – biochemical, luminescent, no phosphate acceptor, uHTS, primary screen (AID 1001); purified TNAP, luminescent activation assay, no phosphate acceptor; higher activation fold means a stronger effect; one-dose activation fold at 20 µM; EC50 in µM for titrated hits; 0.03% of 200,000 active; in the data active = activation fold from about 3, or a potency from the dose series; inactive = the rest, 99 in 100 with activation fold below about 1.6; also: many of its hits are not listed in these tables
West Nile antiviral: West Nile virus antiviral activity, cell-based, CPE readout (AID 1621); 0.02% of 290,000 active; CPE inhibition, % at 10 µM; hits with a dose series show IC50 in µM; West Nile virus-infected cells, CPE inhibition; higher % means a stronger effect; in the data active = a potency from the dose series; also: strong numbers were not always called active
human PMI inhibition: MPI enzyme activity inhibition – biochemical, fluorescence intensity, coupled assay, primary screen (AID 1209) | purified PMI enzyme, coupled fluorescence intensity; higher % means a stronger effect | one-dose inhibition, % at 20 µM; IC50 in µM for titrated hits | 0.42% of 190,000 active;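 also: plate controls were DMSO vehicle for no effect and wells lacking substrate for full effect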
M1AAP inhibition: P. falciparum M1AAP inhibitors, biochemical, fluorogenic H-Leu-NHMec substrate, 1536-well (AID 1445) | recombinant M1AAP, H-Leu-NHMec fluorogenic kinetic assay; higher % means a stronger effect | inhibition, % at 30 µM; hits with a dose series show IC50 in µM | 0.42% of 220,000 active;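 active = primary inhibition above the hit cutoff, then over 50% inhibition at one or more dose response concentrations, cut at about 23% in these data, passing the limit was not always enough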;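 also: plate controls were DMSO full reaction for no effect and no enzyme background for full effect; strong numbers were not always called active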
UTI89 phage lysis: inhibition of K1F phage lysis, E. coli UTI89, bacterial capsule biogenesis inhibitors, alamar blue (AID 488966) | E. coli UTI89 K1F phage lysis, alamar blue, 2 h; higher % means a stronger effect | inhibition, % at 100 µM; hits with a dose series show IC50 in µM | 0.02% of 340,000 active;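 active = phage lysis inhibition, versus mean bacterial control, above a set limit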;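 also: capsule biogenesis inhibitors block K1F phage lysis so surviving cells raise fluorescence; higher fluorescence means more inhibition of phage lysis; actives were called in the ten point dose series up to 300 µM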
PMI inhibition: human PMI inhibitors, high substrate, primary screen, biochemical, fluorescence intensity, high mannose 6-phosphate (AID 1220). recombinant PMI enzyme, coupled fluorescence intensity; higher % means a stronger effect. one-dose inhibition, % at 20 µM; IC50 in µM for titrated hits. 0.66% of 190,000 active
T cell HTS: T cell immune modulation candidate; 2C CD8+ T cell-vesicle binding, flow cytometry; active compounds read low; calls only at 7 µM; 0.068% of 330,000 active; AID 2052;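 active = response, share of CD8 T cells binding vesicles, and their 90th percentile fluorescence all below set limits, cut at about 80% in these data, passing the limit was not always enough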
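Also added: QL9-peptide-loaded Drosophila micro-vesicles bearing Ld, ICAM-1 and B7-1; Test system: purified 2C TCR transgenic mouse naive CD8+ T cells; Measured by: cytometric PE anti-B7-1 and Alexa647 anti-CD8 signals after 1% paraformaldehyde fixation; Timing: binding step 1.5 h, 37 °C, antibody labelling 20 min, ice.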
RSV CPE inhibition: RSV antiviral activity via CPE protection, HEp-2 cells, primary 10 µM value included (AID 2391); HEp-2 cells, RSV-induced CPE inhibition; higher % means a stronger effect; one-dose CPE inhibition, % at 10 µM; IC50 in µM for titrated hits; 0.13% of 310,000 active; in the data active = a potency from the dose series; also: strong numbers were not always called active
M17LAP inhibition: P. falciparum M17LAP inhibitors, primary screen, biochemical, fluorogenic H-Leu-NHMec substrate, 1536-well (AID 1619); recombinant M17LAP, H-Leu-NHMec fluorogenic kinetic assay; higher % means a stronger effect; inhibition, % at 30 µM, or IC50 in µM where a hit was titrated; 0.38% of 220,000 active;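 active = compound inhibiting the enzyme by more than half at any dose during confirmatory dose-response retesting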;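 also: plate controls were full reaction with DMSO carrier for no effect and no enzyme background for full effect; strong numbers were not always called active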
T cell HTS vesicle-bound %: also measured in T cell HTS; calls as there; double positive events, %; measured here: CD8+ vesicle-bound cell fraction;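 binding gate set so that unloaded-vesicle control wells show 10% double positive cells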
* marks the source's active call; other numbers are inactive results; i = inactive; x = no result given. Rule as the data show it, unless noted: active = inhibition above about 50%; inactive = the rest.

SMILES | TNAP activators | West Nile antiviral | human PMI inhibition | M1AAP inhibition | UTI89 phage lysis | PMI inhibition | T cell HTS | T cell HTS vesicle-bound % | RSV CPE inhibition | M17LAP inhibition
O=c1cc(CN2CCN(c3cccc(Cl)c3)CC2)c2cc(O)c(-c3ccccc3)cc2o1 | 1.1 | x | 5.0% | 1.9% | 0.4% | 0.5% | i | 12.0 | 1.9% | -2.9%
Cc1ccc(C)c(OCc2n[nH]c(=S)o2)c1 | x | 0.2% | x | -1.0% | -0.2% | x | i | 38.3 | 4.2% | 1.3%
COc1ccc(NC(=O)Cn2nnc(C(=O)NCc3cccs3)c2N)cc1OC | x | 0.7% | x | x | 0.5% | x | i | 11.8 | 3.5% | x
CCC(CC)C(=O)Nc1nnc(S(=O)(=O)N2CCCc3ccccc32)s1 | x | -0.9% | x | x | 0.7% | x | i | 50.0 | 5.4% | x
O=C(NCc1cccc(Cl)c1)c1ccncc1 | x | -0.2% | x | x | -0.2% | x | i | 47.6 | 2.0% | x
Cn1c(=O)n(Cc2ccco2)c(=N)c2c3c(sc21)CCCC3 | 1.1 | -0.4% | -6.5% | 5.1% | 0.6% | -3.1% | i | 15.4 | -0.3% | -4.5%
COc1ccc(N(Cc2cc3ccccc3[nH]c2=O)S(=O)(=O)c2ccccc2)cc1 | x | 0.5% | x | 9.9% | 0.5% | x | i | 13.6 | 5.4% | 5.8%
O=C(O)CNS(=O)(=O)c1ccc2c(c1)Cc1cc(S(=O)(=O)NCC(=O)O)ccc1-2 | x | -1.1% | x | x | 0.1% | x | i | 33.3 | -1.3% | x
Oc1ccc(/C=C/c2cnccn2)cc1 | x | -0.4% | x | 3.7% | 0.4% | x | i | 7.9 | 1.8% | 9.2%
O=C1/C(=C/c2ccc(N3CCOCC3)o2)SC(=Nc2ccccc2)N1CCc1c[nH]c2ccccc12 | 0.8 | -2.0% | 15.2% | 12.2% | -0.4% | 16.9% | i | 62.7 | 0.2% | 5.6%
Cc1nn(C(C)(C)C)c(OC(=O)C2CCCC2)c1S(=O)(=O)c1ccccc1 | 1 | x | 5.1% | 4.5% | 0.0% | 1.5% | x | x | x | -1.9%
CC(C)OC(=O)c1cc(C(=O)c2cc(F)ccc2O)coc1=N | 1.1 | -0.4% | 5.5% | 1.2% | -3.8% | 1.6% | i | 11.2 | 0.2% | 31.8%
COc1ccc(Cc2nnc(NC(=O)CSc3ccc(Cl)cc3)s2)cc1OC | 1.1 | -0.7% | 6.3% | 1.4% | x | 2.1% | x | x | x | 6.2%
CC(=O)c1ccc(NC(=O)COC(=O)c2nc(Cl)ccc2Cl)cc1 | 1.1 | -0.2% | -5.5% | -3.4% | 1.2% | 7.1% | i | 44.8 | 1.2% | -1.0%
Cc1snc(S(=O)(=O)/C(C#N)=N/Nc2ccc(C(F)(F)F)cc2)c1C#N | 1 | -0.2% | -5.1% | 12.0% | -0.6% | -14.6% | i | 16.8 | 14.4% | 20.4%
O=S(=O)(c1ccccc1)c1cnc(-c2cccnc2)nc1-c1ccccc1 | 1.1 | 0.3% | -2.7% | 7.7% | 1.9% | -1.6% | i | 47.9 | -0.5% | -13.9%
CCOc1ccc(OCc2ccc(C(=O)N3CCOCC3)cc2)cc1 | 1.1 | -1.0% | -9.2% | 0.7% | 0.4% | -9.9% | i | 32.4 | 1.8% | -8.0%
CC(Sc1nnc(CC(C)c2ccccc2)n1N)C(N)=O (stereo not drawn) | x | 0.1% | x | x | 0.1% | x | i | 58.9 | 0.5% | x
COc1cc2c(cc1OC)CN(c1nc(-c3cccnc3)nc3ccccc13)CC2 | 1.1 | 1.3% | -10.2% | 0.9% | -0.2% | 2.0% | i | 29.9 | -0.2% | 17.8%
O=C(NCc1ccc(F)cc1)c1cc2ccccn2n1 | 1.1 | -0.1% | 7.2% | 0.5% | 4.7% | 3.6% | i | 33.0 | 1.6% | -7.0%
CCCCCOc1ccc(C(=O)OCC(=O)Nc2cc(C)c(C)cc2[N+](=O)[O-])cc1 | 1.1 | 0.3% | 4.9% | 0.9% | 0.3% | 0.6% | i | 60.2 | 2.4% | 9.6%
CC1=C(c2ccccc2)[N+](=O)C2(CCCC2)N1[O-] | 1.1 | 0.2% | -1.4% | 8.5% | 0.5% | 4.7% | i | 58.4 | 2.8% | 8.2%
O=C(Nc1ccc(Br)cc1F)c1cccnc1 | 1.1 | 0.0% | -6.4% | -6.0% | 0.1% | -0.1% | i | 62.2 | 0.1% | 9.0%
CN(Cc1nc(-c2cccnc2)no1)S(=O)(=O)c1ccc2ccccc2c1 | 1.1 | -0.4% | 7.9% | 2.0% | 0.6% | 6.1% | i | 9.9 | 1.3% | -4.4%
O=C(NCc1nc(-c2ccccc2)no1)Nc1ccc(F)cc1 | 1.1 | -0.3% | 12.4% | 1.5% | 0.1% | 4.6% | i | 63.8 | 1.4% | 0.4%
O=C(Nc1ccc(Br)cc1)c1ccc2c(c1)OCO2 | x | -0.6% | x | x | 1.2% | x | i | 52.7 | 0.0% | x
O=C(Nc1nc(-c2cccs2)cs1)c1ccc(Cl)s1 | 1.1 | -0.9% | 8.3% | 5.5% | -0.2% | 8.9% | i | 29.0 | -2.8% | -134.4%
O=C(O)c1ccccc1Nc1ccc([N+](=O)[O-])cc1C(=O)O | x | 0.1% | x | 4.5% | -0.2% | x | i | 39.5 | x | 20.9%
O=C(Nc1nnc(Cc2ccc(Cl)cc2)s1)c1ccncc1 | x | 0.0% | x | -0.3% | x | x | i | 22.5 | 5.2% | -11.1%
O=C(c1cc2ccccc2oc1=O)N1CCN(c2ncccn2)CC1 | 1 | 0.1% | -15.6% | -1.8% | 0.7% | -14.0% | i | 8.8 | 1.9% | 6.8%
CC(=O)Oc1c(/C=C(\C#N)C(N)=O)[nH]c2ccccc12 | 0.7 | 0.5% | 19.2% | 19.3% | >300µM* | 41.4% | x | x | x | 15.9%
NNC(=O)CNC(=O)c1cccc(Br)c1 | 1.1 | 0.7% | 8.9% | 4.0% | 2.1% | 13.7% | i | 25.6 | 1.3% | 8.8%
COCCCn1c(-c2ccco2)nc2ccccc2c1=O | 1 | -0.5% | -0.1% | 2.7% | -0.1% | 2.7% | i | 39.0 | 0.3% | 4.8%
CC(C)Cc1nnc(NC(=O)CCC(=O)N2CCN(C3CCCC3)CC2)s1 | x | -0.6% | x | x | 1.9% | x | i | 36.5 | -1.3% | x
CC(/C=C/C=C/c1ccccc1)=N\NC(=O)c1cccnc1 | 0.9 | 0.3% | -62.1% | 3.9% | 0.1% | -108.7% | i | 19.6 | -0.8% | 24.8%
Cc1ccc(S(=O)(=O)N2CCN(C(=O)CSc3nncs3)CC2)cc1 | x | 0.0% | x | 0.4% | 0.2% | x | i | 33.5 | 0.8% | 3.7%

Brought forward from above: 2 entries; new compounds follow.
SMILES | TNAP activators | West Nile antiviral | human PMI inhibition | M1AAP inhibition | UTI89 phage lysis | PMI inhibition | T cell HTS | T cell HTS vesicle-bound % | RSV CPE inhibition | M17LAP inhibition
CC(/C=C/C=C/c1ccccc1)=N\NC(=O)c1cccnc1 | 0.9 | 0.3% | -62.1% | 3.9% | 0.1% | -108.7% | i | 19.6 | -0.8% | 24.8%
Cc1ccc(S(=O)(=O)N2CCN(C(=O)CSc3nncs3)CC2)cc1 | x | 0.0% | x | 0.4% | 0.2% | x | i | 33.5 | 0.8% | 3.7%
Cc1cccc(C)c1NC(=O)N1CCC(C(=O)c2ccc(F)cc2)CC1 | x | -0.3% | x | x | 0.5% | x | i | 25.0 | 0.9% | x
COCc1c(C)cc(C)c(/C=N/O)c1C | 1.1 | 0.5% | -4.3% | -1.3% | -1.6% | -1.3% | i | 23.2 | 5.1% | -9.7%
CCC(CC)c1nnc(NC(=O)CN2C(=O)C3C4C=CC(C4)C3C2=O)s1 (stereo not drawn) | 1.2 | 0.1% | -0.6% | 5.9% | 0.9% | -2.3% | i | 27.2 | 0.1% | 16.3%
S=c1[nH]c2ccccc2n2c(=S)[nH]nc12 | x | 0.1% | x | x | 0.0% | x | i | 33.3 | 0.1% | x
COC(=O)c1ccc(CSc2nnc3c(Cl)cc(Cl)cn23)o1 | 1 | 0.0% | -16.7% | 1.1% | 0.1% | -10.8% | i | 11.3 | 1.2% | -17.2%
[O-][n+]1onc2c3ccnnc3ccc21 | 1.1 | -0.2% | 1.3% | 12.6% | -0.7% | 6.6% | i | 42.2 | 0.7% | 3.5%
O=C(CN1CCOCC1)Nc1ccc(OCc2ccccc2)cc1 | 1.1 | -0.3% | -0.4% | 1.2% | 0.3% | -9.5% | i | 48.9 | 1.2% | 16.0%
CC1(OC(=O)C2CCCC2)C(=O)C=C2C=C(c3ccsc3)N(CCc3c[nH]c4ccccc34)C=C2C1=O (stereo not drawn) | x | -0.6% | x | 11.6% | 0.6% | x | i | 45.3 | -0.5% | 7.8%
O=C(NCC1CCCO1)c1ccc2c(=O)n(-c3ccc(F)cc3)c(=S)[nH]c2c1 (stereo not drawn) | 1.1 | 0.2% | -9.4% | 6.4% | 0.0% | -12.2% | i | 59.1 | 4.8% | 5.0%
COc1ccc(C2C(C(=O)O)CC(=O)N2C2CCCCC2)cc1 (stereo not drawn) | 1 | 0.5% | 2.9% | 4.5% | 2.6% | 3.4% | i | 12.7 | 1.8% | -0.7%
CCOC(=O)Nc1cccc(NC(=O)c2ccccc2F)c1 | 1.1 | -0.1% | 2.1% | -5.4% | 1.0% | 7.1% | i | 55.0 | 2.5% | -2.3%
O=C(NNc1c(F)c(F)cc(F)c1F)c1ccc(Cl)nc1 | x | -0.1% | x | x | 0.9% | x | i | 14.1 | 1.8% | x
CCCNS(=O)(=O)c1ccc(CCC(=O)NCCc2ccc(OC)c(OC)c2)cc1 | 1.1 | -0.4% | 4.5% | 2.8% | -0.1% | 2.3% | i | 35.0 | 0.2% | -1.5%
CCCC(C)C(=O)Nc1ncc(S(=O)(=O)c2ccc([N+](=O)[O-])cc2)s1 (stereo not drawn) | x | 0.6% | x | x | 1.3% | x | i | 57.8 | 4.8% | x
CCOC(=O)CC1Sc2ccccc2NC1=O (stereo not drawn) | 1.1 | -0.4% | -14.8% | -9.7% | 2.6% | -22.1% | i | 35.8 | 1.7% | -2.5%
CCN(CC)C(=O)Oc1nnc(SC(C)C)n1-c1ccc(Cl)cc1 | x | -0.1% | x | 10.7% | 0.0% | x | i | 37.7 | 0.1% | 8.4%
CC(=O)Nc1ccc(S(=O)(=O)Nc2nc3ccccc3nc2-n2ccc(=NC(=O)c3ccc(F)cc3)cc2)cc1 | 1.1 | -0.3% | -10.2% | 1.0% | 0.2% | -8.4% | i | 35.5 | 0.4% | 2.1%
S=C(Nc1ccccc1Cl)N1CCOCC1 | 1 | -1.1% | 6.3% | -4.0% | 3.6% | -3.6% | i | 36.6 | 3.0% | -10.8%
CCN1CCN(C(CC(C)C)c2nnnn2CS(=O)(=O)c2ccc(C)cc2)CC1 (stereo not drawn) | 1 | 0.5% | -15.3% | x | 0.8% | -12.2% | i | 36.6 | -0.7% | x
